Pf gametocyte = late stage P. falciparum gametocyte viability inhibitors, primary screen, ATP luminescence, HTS; 0.065% of 150,000 active; inhibition, % at 10.9 µM; P. falciparum stage V gametocytes, 24 h;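 active = inhibition above the mean plus 3 SD of compounds within the control limits, set per campaign, cut at about 38% in these data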;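 note: 0% = DMSO wells and 100% = medium only without gametocytes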
Rac1 wt modul = wildtype Rac1 GTP binding modulators, primary screen, biochemical, GST-Rac1 beads, flow cytometry, multiplex; 0.27% of 190,000 active; GTP binding activity (% of control), % at 10 µM; AID 757, 2007; Ras-related C3 botulinum toxin substrate 1 (Homo sapiens), P63000; fluorescent GTP binding; actives lie on both sides; 0 = cold GTP competed, 100 = untreated;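 active = GTP binding activity at least 20 points away from the 100% control level, either lower or higher; inconclusive = compound flagged as likely green fluorescent, judged across all proteins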
Rac1 mut GTP = GTP binding modulators of activated mutant Rac1, primary screen, biochemical, bead-based flow cytometry, multiplex, fluorescent GTP; Ras-related C3 botulinum toxin substrate 1 (Homo sapiens), P63000; percent activity (GTP binding), % at 10 µM; GST-Rac1 activated beads; actives lie on both sides; 100% means binding = to untreated wells; 0.11% of 190,000 active;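 active = GTP binding at least 20 percentage points away from the 100% baseline, in either direction, so actives lie on both sides; inconclusive = Compound likely fluorescent itself, or too few beads counted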
Mcl1-Bid inh = Mcl-1/Bid binding inhibitors, primary screen, biochemical, TR-FRET, 1536-well. Induced myeloid leukemia cell differentiation protein Mcl-1 (Homo sapiens), Q07820. TR-FRET Mcl-1/Bid-Dy647 peptide binding. inhibition, % at 21.7 µM. 0.97% of 220,000 active;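 active = compounds that cut the binding signal by more than half at the single screening dose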;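 note: His-tagged Mcl-1 with europium anti-His antibody binding Bid BH3 peptide; 0% = Mcl-1 plus peptide wells and 100% = peptide-only wells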
Target sequence (Q07820 whole entry, looked up): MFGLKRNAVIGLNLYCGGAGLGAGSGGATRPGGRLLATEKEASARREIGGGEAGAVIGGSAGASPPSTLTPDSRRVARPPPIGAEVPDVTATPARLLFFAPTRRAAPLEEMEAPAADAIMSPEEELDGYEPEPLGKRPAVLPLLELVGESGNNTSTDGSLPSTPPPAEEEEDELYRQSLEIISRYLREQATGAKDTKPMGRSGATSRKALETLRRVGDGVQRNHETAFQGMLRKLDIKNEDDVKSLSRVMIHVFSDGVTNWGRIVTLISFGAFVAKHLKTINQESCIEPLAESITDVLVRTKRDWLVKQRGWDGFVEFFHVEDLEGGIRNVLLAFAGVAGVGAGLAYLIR
Rab7 wt GTP bind = modulators of GTP binding to Rab7, primary screen, biochemical, wildtype, multiplex bead flow cytometry. Rab7 GTPase wild type (dog), Bodipy-FL-GTP binding. GST-Rab7 beads, fluorescent GTP binding; actives lie on both sides; untreated = 100%, excess cold GTP = 0%. GTP binding activity (percent of control), % at 10 µM. 0.055% of 190,000 active;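 active = fluorescent GTP binding to Rab7 beads changed by at least 20 points from the 100% baseline, either direction, mostly lower; inconclusive = compound itself probably fluorescent, or too few beads counted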;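 note: median green fluorescence of bound Bodipy-FL-GTP per Rab7 bead population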
Cdc42 wt GTP = modulators of GTP binding to wildtype Cdc42, primary screen, biochemical, multiplex bead flow cytometry, Bodipy-GTP; Cell division control protein 42 homolog (Homo sapiens), P60953; GST-Cdc42 beads; actives lie on both sides; percent activity (GTP binding), % at 10 µM; 0.2% of 190,000 active;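 active = percent activity GTP binding at least 20 points away from the 100% baseline, either down as inhibitor or up as activator; inconclusive = compound flagged as likely green fluorescent from well-wide comparison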;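 note: median bead fluorescence of bound Bodipy-FL-GTP at 100 nM; 0% = excess unlabeled GTP control and 100% = no compound control; below 100% means less GTP binding so inhibitor and above means activator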
Target sequence (P60953 whole entry, looked up): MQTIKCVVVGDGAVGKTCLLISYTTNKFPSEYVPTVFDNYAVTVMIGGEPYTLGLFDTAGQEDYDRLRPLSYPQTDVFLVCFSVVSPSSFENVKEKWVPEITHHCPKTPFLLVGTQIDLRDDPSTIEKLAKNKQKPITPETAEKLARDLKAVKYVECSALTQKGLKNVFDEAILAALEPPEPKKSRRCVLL
Avidin fluor = green autofluorescence of compounds with avidin beads – biophysical, 488/530 nm, flow cytometry, artefact control, profiling panel. compound fluorescence 488/530 nm; stronger effect = higher value. fluorescence (KMESF) at 10 µM. 0.38% of 220,000 active. AID 1775, 2009; in the data active = fluorescence above about 47; note: inactives centre near 10
Mcl1 Noxa PPI = Mcl-1/Noxa binding inhibitors, primary screen, biochemical, TR-FRET, 1536-well. Induced myeloid leukemia cell differentiation protein Mcl-1 (Homo sapiens), Q07820. TR-FRET Mcl-1/Noxa peptide binding, 2 h. inhibition, % at 21.7 µM. 1.5% of 220,000 active;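 active = compounds that cut the protein-peptide binding signal by more than 50% relative to plate controls in a single-dose test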;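 note: His-tagged Mcl-1 with rhodamine Noxa BH3 peptide and terbium anti-His antibody; 0% = Mcl-1 plus Noxa peptide wells and 100% = peptide-only wells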
Bim-Mcl-1 = inhibitors of Bim peptide binding to Mcl-1, primary screen, biochemical, bead-based flow cytometry, multiplex. inhibition, % at 10 µM. Bim peptide-Mcl-1 binding. 0.1% of 190,000 active. AID 1009, 2008. Induced myeloid leukemia cell differentiation protein Mcl-1 (Homo sapiens), Q07820; in the data active = inhibition above about 40%;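 note: 0% = no compound tracer wells and 100% = peptide blocker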
HRas wt GTP bind = modulators of GTP binding to HRas wildtype, primary screen, biochemical, bead-based flow cytometry, multiplex. GTPase HRas (Homo sapiens), P01112. GST-Ras wt beads, Bodipy-FL-GTP binding; actives lie on both sides. GTP binding activity, % at 10 µM. 0.14% of 190,000 active. AID 759, 2007;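 active = GTP binding activity at least 20% away from the 100% baseline, either lowered as inhibitor or raised as activator; inconclusive = flagged as likely green fluorescent, judged across all proteins in the well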;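 note: 0% = unlabeled GTP competition control and 100% = no-compound control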
Target sequence (P01112 whole entry, looked up): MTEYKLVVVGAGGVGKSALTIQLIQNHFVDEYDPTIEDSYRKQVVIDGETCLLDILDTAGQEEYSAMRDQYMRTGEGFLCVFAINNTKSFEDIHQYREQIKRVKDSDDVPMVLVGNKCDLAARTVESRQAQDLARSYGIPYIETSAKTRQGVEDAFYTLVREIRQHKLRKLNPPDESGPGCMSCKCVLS
Rab2A wt mod = modulators of GTP binding to Rab2A wildtype, primary screen, biochemical, dog, bead-based flow cytometry, multiplex; Ras-related protein Rab-2A (Canis lupus familiaris), P61105; GTP binding activity, % at 10 µM; GST-Rab2 wt beads, Bodipy-GTP binding; 0.19% of 190,000 active; AID 760, 2007;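 active = GTP binding activity at least 20 points away from 100%, either lowered or raised; inconclusive = signal likely due to the compound's own green fluorescence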;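 note: 0% = beads with excess unlabeled GTP and 100% = no-compound control corrected for plate trend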
Starred values were filed as active, the others as inactive; u = inconclusive; x = not tested or not shown; & = joins results of further samples; ! = not active in a repeat. An unsorted share of the library. About 2.7% of those tested had a hit in this group.

Below each compound: HRas wt GTP bind	Rac1 mut GTP	Pf gametocyte	Cdc42 wt GTP	Rac1 wt modul	Mcl1 Noxa PPI	Rab2A wt mod	Rab7 wt GTP bind	Mcl1-Bid inh	Avidin fluor	Bim-Mcl-1
> COC(=O)c1sccc1NC(=O)CN(C)NS(=O)(=O)c1ccc([N+](=O)[O-])cc1
  101	96	-12	101	99	0	98	96	-55	40	-5
> COC(=O)c1ccc(Oc2c(C(F)(F)F)oc3c(CN4CCN(C)CC4)c(O)ccc3c2=O)cc1
  104	99	x	104	104	2	103	107	-47	21	2
> O=C(CCCC(=O)N(CC(=O)NC1CCCC1)Cc1ccccc1)Nc1ccccn1
  98	96	x	100	98	-6	97	97	-25	32	0
> CC(=O)NC(CCS(C)(=O)=O)C(=O)Nc1nccs1 (configuration not stated)
  99	96	6	100	99	16	99	99	-2	14	-2
> CCCCn1nnc(NC(=O)c2cc3ccccc3o2)n1
  97	99	x	99	101	9	100	96	2	4	-1
> Cc1ccnn1CC(=O)N/N=C/c1cccs1
  101	104	x	103	103	-3	101	103	-25	15	-4
> COc1ccc(C2NC(=O)NC(O)(C(F)(F)F)C2C(=O)c2ccccc2)cc1OC (configuration not stated)
  102	102	x	107	108	8	101	104	-3	5	-2
> CS(=O)(=O)N1N=C(c2ccc(Cl)cc2)CC1c1cccs1 (configuration not stated)
  97	96	-8	97	97	-4	97	101	10	5	-7
> CC(C)[C@H](NC(N)=O)C(=O)Nc1ccc2c(c1)CCC2
  100	99	-2	101	103	6	100	102	-6	4	0
> CC(=NCCc1c(C)[nH]c2ccc(OCc3ccccc3)cc12)C1=C(O)CC(c2ccccc2)CC1=O (configuration not stated)
  95	94	22	90	98	21	93	97	-26	20	0
> CC(=O)Oc1ccc2oc(/C=C/N(C)C)c([N+](=O)[O-])c2c1
  100	97	-59	99	103	-3	97	100	-13	6	-3
> CCOc1cccc(-c2nnc3sc(COc4ccc(C)cc4)nn23)c1
  u	u	-25	u	u	x	u	u	-8	11	2
> NC(=O)CSC1=Nc2ccccc2C2=NC(c3ccccc3)C(=O)N12 (configuration not stated)
  97	97	7	101	102	-3	96	94	23	6	0
> CCOC(=O)NC(Nc1sc2c(c1C(=O)OC)CCN(C)C2)(C(F)(F)F)C(F)(F)F
  101	96	x	101	106	-12	100	101	-55	15	2
> Nc1[nH]c(=O)ncc1F
  100	100	x	105	99	-10&4	102	96	57*!	15&6	-1&0
> NC(=O)c1cnccn1
  99	103	x	104	106	-35	100	95	-11	7	-2
> Cc1cccc(CCNC(=O)CC2C(=O)NCCN2Cc2ccc(F)c(F)c2)n1 (configuration not stated)
  99	97	-10	97	99	14	101	102	-45	12	-2
> CCOc1ccc(CNC(=O)CCS(=O)(=O)Cc2cccc(Cl)c2)cc1OC
  96	95	21	97	103	2	98	99	-19	10	0
> Cc1ccc(-n2nc3c(=S)[nH]nc(C)c3c2C)cc1
  101	101	x	100	102	16	102	102	-1	9	-2
> CNC(=S)N1CCn2cccc2C1c1ccc(F)cc1 (configuration not stated)
  99	95	-22	101	108	-8	99	98	-85	15	2
> COc1cccc(CSc2nnc(-c3ccc(F)cc3)o2)c1
  103	96	x	102	105	3	97	102	4	11	-3
> Cc1ccc(-n2ncc3c(=O)n(CC(=O)Nc4cccc(Cl)c4)cnc32)cc1C
  100	95	x	97	96	-5	97	100	-3	37	0
> Cc1nn(-c2ccccc2)c(C)c1C(=O)OCC(=O)c1c(N)n(CC(C)C)c(=O)n(C)c1=O
  99	96	x	98	103	3	97	97	-16	7	0
> COc1ccc(CCNC(=O)c2cc(-c3ccccn3)nc3c(Cl)cccc23)cc1OC
  93	96	14	95	95	8	95	96	-25	11	88*
> O=C(Nc1cc(Cl)ccc1O)c1cc2n(n1)C(C(F)(F)F)CC(c1ccc3c(c1)OCO3)N2 (configuration not stated)
  99	98	-20	101	98	25	98	98	-5	9	-2
> COc1cc(/C=N/NC(=O)CNC(=O)c2ccccc2)ccc1OC(=O)c1cccs1
  95	94	x	96	93	10	93	97	-1	16	-1
> Cc1ccc(C(=O)c2cc3c(cc2N)OCCO3)cc1
  102	101	x	101	105	12	99	102	-15	7	1
> O=C(NCc1ccc(Cl)cc1)c1ccc(-n2cccn2)nc1
  94	95	-16	95	98	-4	95	95	-13	20	-1
> COc1c(Cl)cc(C(=O)Nc2ccccc2-c2ccccc2)cc1Cl
  101	100	x	102	101	10	102	104	2	25	3
> CCCCC(=O)Nc1nnc(SCC(=O)N2CCN(c3ccccc3OC)CC2)s1
  95	94	-24	97	95	x	96	91	-9	9	0
> O=C1c2ccsc2SCCN1Cc1cccc(Cl)c1
  100	99	-5	100	100	14	99	101	-8	9	-1
> Cc1cccc2cc(C(c3nnnn3CC3CCCO3)N3CCCC4(CCCCC4)C3)c(=O)[nH]c12 (configuration not stated)
  99	99	x	97	104	-15	98	95	-18	14	0
> O=CN1CCCN(Cc2nc(Cc3ccccc3F)no2)CC1
  93	92	-10	93	91	16	98	103	-10	9	-2
> COc1ccc(C(=O)Cc2cc(OC)c(OC)cc2C(=O)c2ccccc2F)cc1OC
  96	95	-2	96	98	20	98	100	-20	11	-1
> COc1cccc(CN2CCN(c3ncccn3)CC2)c1
  102	100	10	103	105	22	104	106	38	23	-3
> O=C1CSC(c2cn(-c3ccccc3)nc2-c2cc3ccccc3oc2=O)N1Cc1cccnc1 (configuration not stated)
  104	101	-17	103	106	31	106	102	6	11	-3
> COc1cc2c(cc1OC)CN(C(=O)CSc1nc3[nH]ncc3c(=O)n1-c1ccccc1)CC2
  102	99	x	101	106	11	100	103	-21	8	22
> Cc1ccc(N2C(=O)CSC2c2c(F)cccc2Cl)cc1 (configuration not stated)
  98	96	11	96	98	1	97	98	-11	9	-2
> CCCNC(=O)c1ccc(C2SCC(=O)N2Cc2ccccc2)cc1 (configuration not stated)
  100	97	x	100	100	17	97	100	-52	10	-4
> CCCC(=O)Nc1ccc(Cl)c(NC(=O)c2ccco2)c1
  109	102	x	105	104	4	106	100	-26	11	0
> NC(=O)C1CCN(C(=O)c2cc3ccccn3n2)CC1
  97	98	x	95	105	-4	97	100	2	6	7
> CC(=O)/C(=N\Nc1cccc(Cl)c1)Sc1nnc(-c2ccccc2)n1-c1ccccc1
  95	93	-19	94	94	-14	93	94	21	4	-1
> O=C(C(Cc1ccccc1)N1C(=O)c2ccccc2C1=O)N1c2ccccc2CCc2ccccc21 (configuration not stated)
  99	101	9	103	104	10	102	102	-1	15	-5
> COc1ccc(-c2ccc(S(=O)(=O)N3CCCC3)cc2)cc1
  95	93	x	92	98	7	93	92	2	9	-6
> COc1ccc2[nH]c(C)c(C(=O)CN3CCN(C(=O)c4ccco4)CC3)c2c1
  97	96	x	99	101	0	98	94	-12	6	-2
> Cc1ccc(S(=O)(=O)N2CCCCC2)cc1NC(=O)COC(=O)Cc1c(F)cccc1Cl
  99	94	9	96	100	7	95	95	-14	15	-1
> Cc1nn(C)c(Oc2cccc(C(F)(F)F)c2)c1C=O
  97	98	14	95	99	6	95	96	-5	10	-1
> O=C(O)CN1C(=O)c2ccc(Oc3cccc4c3C(=O)N(CC(=O)O)C4=O)cc2C1=O
  103	100	x	101	106	18	103	103	0	15	0
> CC(C)C1CC(O)(C2(O)CCCCC2)ON1 (configuration not stated)
  99	99	-29	100	101	-2	98	98	-13	12	0
> Cc1ccc(N/N=C2\CCS(=O)(=O)c3sccc32)cc1
  97	93	10	96	96	-7	97	101	-40	24	1
> COc1ccc(C2C(C(C)=O)=C(O)C(=O)N2CCO)c(OC)c1 (configuration not stated)
  97	97	1	99	99	-22	99	101	-18	1	-4

Assay outcomes: PubChem BioAssay, several laboratories
